# Source: PubChem BioAssay
# D2 ag – D2 dopamine receptor (human) agonism. P14416. HEK293 T-REx D2 cells, calcium flux agonist mode. activation, % at 2 µM. actives 0.53% (n = 340,000). AID 485358;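 active = activation over 3 SD above normal in the single-dose calcium agonist read, cut at about 30% in these data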; also: 0% is about no effect
# Target sequence (P14416 whole entry, looked up): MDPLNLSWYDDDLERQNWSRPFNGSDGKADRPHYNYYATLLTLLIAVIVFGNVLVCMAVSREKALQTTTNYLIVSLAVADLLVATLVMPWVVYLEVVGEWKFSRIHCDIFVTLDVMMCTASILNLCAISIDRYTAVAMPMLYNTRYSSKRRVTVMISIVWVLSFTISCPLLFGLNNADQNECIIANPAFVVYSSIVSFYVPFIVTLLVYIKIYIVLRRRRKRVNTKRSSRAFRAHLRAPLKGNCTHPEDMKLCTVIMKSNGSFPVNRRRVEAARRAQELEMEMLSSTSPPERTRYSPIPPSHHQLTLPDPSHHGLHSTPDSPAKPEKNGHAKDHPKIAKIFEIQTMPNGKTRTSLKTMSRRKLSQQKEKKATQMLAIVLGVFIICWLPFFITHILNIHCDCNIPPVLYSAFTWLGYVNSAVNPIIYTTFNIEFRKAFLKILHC
#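 Calcium-flux readout, 1 cycle/sec over 180 s following compound pin transfer, in inducible HEK293 Trex D2 cells (force-coupled); dopamine controls included. Positive calcium responses during this window marked compounds as potential agonists.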
# USP1 inh – inhibitors of human USP1/UAF1 deubiquitinase; O94782; actives 0.23% (n = 390,000); Potency, µM (top dose mostly 57.1 µM), for inactives: at the top dose activity change, negative = inhibition, usual class: inhibitors; recombinant USP1/UAF1, Ub-Rhodamine cleavage fluorescence; also: potency is read from the fitted curve at half-maximal effect; % is scaled to controls: 0 for no effect and ±100 for the full control effect; nearly all actives have a fitted effect of over 60% in size; inactives centre near -12
#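 USP1/UAF1 complex (1 nM) preincubated 15 min at room temperature with compound, then Ub-Rho substrate (150 nM final) added. Kinetic fluorescence at 480/540 nm over 6 reads at 60 s intervals; 50 mM HEPES pH 7.8, 0.5 mM EDTA, 0.1 mg/ml BSA, 1 mM TCEP, 0.01% Tween-20.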
# Pin1 inhibitor – human Pin1 inhibition | Pin1 FP peptide displacement, HiFluor488, 10 min | Potency, µM (titrated, usually from 115 µM), for inactives: at the top dose activity, negative = inhibition, most hits filed as inhibitors | actives 0.009% (n = 390,000) | AID 504891; active = well fitted inhibition curve with a large enough effect in the polarisation, with a control signal flat, not every such curve was filed as active; inconclusive = small, poorly fitted or top-dose-only effect, or effect the other way, or a change in a side signal; inactive = no such curve, though single readings can be large or run the other way; the % refers to the polarisation; also: potency is read from the fitted curve at half-maximal effect; % is scaled to controls: 0 for no effect and ±100 for the full control effect
# Target sequence (Q13526 whole entry, looked up): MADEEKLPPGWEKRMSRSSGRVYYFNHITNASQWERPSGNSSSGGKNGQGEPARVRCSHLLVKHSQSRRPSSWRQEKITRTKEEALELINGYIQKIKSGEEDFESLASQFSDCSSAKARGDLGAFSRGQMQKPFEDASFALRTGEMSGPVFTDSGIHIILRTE
# TRHR enhancer – allosterically enhances the human TRH receptor; actives 0.66% (n = 360,000); enhancement, % at 2 µM; TRHR cells, fluo-8 calcium fluorescence, EC20 TRH enhancement; P34981; AID 493056; in the data active = enhancement above about 30%; also: 0% is about no effect
#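 Enhancer read-out: after compound pinning and an initial kinetic agonist-mode read, an EC20 of TRH (10 nM final) was injected and fluo-8 calcium signal (Ex 480/Em 530) followed at 1 s/cycle for 100 cycles in TRHR-expressing cells.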
# TrxR1 inh – rat TrxR1 inhibition | actives 1% (n = 390,000) | recombinant rTrxR1, NADPH fluorescence consumption, selenite substrate | O89049 | Potency, µM (highest dose often 114 µM), for inactives: at the highest dose activity change, negative = inhibition, usual class: inhibitors; also: potency is read from the fitted curve at half-maximal effect; % is scaled to controls: 0 for no effect and ±100 for the full control effect; nearly all actives have a fitted effect of over 65% in size
# Target sequence (O89049 whole entry, looked up): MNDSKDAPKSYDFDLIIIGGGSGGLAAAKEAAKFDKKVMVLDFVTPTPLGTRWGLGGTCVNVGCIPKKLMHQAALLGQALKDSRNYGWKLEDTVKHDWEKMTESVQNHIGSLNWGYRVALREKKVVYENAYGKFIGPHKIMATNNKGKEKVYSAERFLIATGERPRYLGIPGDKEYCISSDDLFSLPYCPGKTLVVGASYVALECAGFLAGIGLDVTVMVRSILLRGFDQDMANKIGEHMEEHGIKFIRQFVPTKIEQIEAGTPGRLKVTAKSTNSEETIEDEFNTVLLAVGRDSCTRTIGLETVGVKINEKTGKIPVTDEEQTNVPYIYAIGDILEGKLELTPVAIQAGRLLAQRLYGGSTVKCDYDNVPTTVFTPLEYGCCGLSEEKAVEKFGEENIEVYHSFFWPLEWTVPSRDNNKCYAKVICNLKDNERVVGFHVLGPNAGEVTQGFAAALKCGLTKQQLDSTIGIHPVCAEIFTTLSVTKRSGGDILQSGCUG
#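 Rat TrxR1 (90 nM in the dispensed reagent) was pre-reduced with 400 uM NADPH for 5 min at room temperature, then incubated with compound for 15 min. After 400 uM selenite was added, NADPH fluorescence (Ex 340/Em 450 nm) was followed for 8 min.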
# D2 antagonist – antagonists of human D2 dopamine receptor; HEK293 TREx D2 cells, calcium flux, dopamine EC80; inhibition, % at 10 µM; actives 2% (n = 340,000); in the data active = inhibition above about 30%; also: 0% is about no effect
#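 Antagonism is scored as inhibition of an EC80 dopamine-evoked calcium signal in a force-coupled, tetracycline-inducible HEK293 T-REx D2 line, with compound present 180 s before agonist.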
# TrxR1 substrate – is turned over as a substrate by rat TrxR1. O89049. purified TrxR1 substrate turnover, NADPH consumption readout. Potency, µM (doses to about 114 µM), for the others: top-dose activity change, negative = substrate turnover. actives 0.01% (n = 390,000). AID 588456; also: potency is read from the fitted curve at half-maximal effect; % is scaled to controls: 0 for no effect and ±100 for the full control effect; nearly all actives have a fitted effect of over 50% in size
#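 Rat TrxR1, dispensed at 90 nM, was prereduced with 400 uM NADPH (final) for 5 min at ~22 deg C, then incubated with compound 15 min before 400 uM selenite. A first-read NADPH fluorescence drop versus no-compound background flagged substrates.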
# mIDH1 inhibitor – blocks human mutant IDH1 R132H enzyme. Potency, µM (doses to about 76.6 µM), without a hit: at the top dose activity change, negative = inhibition, actives largely listed as inhibitors. actives 0.093% (n = 390,000). IDH1-R132H enzyme, NADPH consumption, diaphorase/resazurin fluorescence. O75874. AID 602179; also: potency is read from the fitted curve at half-maximal effect; % is scaled to controls: 0 for no effect and ±100 for the full control effect; nearly all actives have a fitted effect of over 65% in size
#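 IDH1-R132H (0.5 ug/mL dispensed) in pH 7.5 Tris buffer was preincubated 30 min with compound, then given a substrate mix of 0.016 mM NADPH and 2 mM alpha-KG for 80 min at room temperature; remaining NADPH was read by diaphorase/resazurin fluorescence.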
# TRHR agonist – TRH receptor (human) agonism. P34981. TRHR cells, calcium flux fluo-8, FDSS agonist mode. activation, % at 2 µM. actives 0.18% (n = 360,000). AID 493084; in the data active = activation above about 30%; also: 0% is about no effect
#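 Agonist-mode FDSS calcium read (Ex 480/Em 530, 1 s cycles) in 1536-well TRHR cells with fluo-8 dye, after 10-cycle baseline and 23 nL compound addition; TRH at EC20 (10 nM final) added afterwards for the enhancer phase.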
# The depositor's hits bear a star; ? = inconclusive; / = not tested or not shown; & = joins results of further samples; [ ] = dose if it differs, or a comment. Unless noted, calls follow the shape of the dose curve; as a rule, active = well fitted inhibition curve with a large enough effect; inconclusive = small, poorly fitted or top-dose-only effect; inactive = no such curve, though single readings can be large or run the other way.
# Under each structure – mIDH1 inhibitor	D2 ag	USP1 inh	TRHR enhancer	TRHR agonist	Pin1 inhibitor	TrxR1 inh	TrxR1 substrate	D2 antagonist
C#CC(CCN1CCCCC1)(OC)c1ccccc1 (stereo not given)
 : 4%	0.7	-3%	2	0.3	2%	17%	0%	0
O=C(CCNC(=O)Cn1ccc2ccccc2c1=O)NCCCN1CCOCC1
 : 7%	-0.3	-20%	-10	-0.6	8%	24%	9%	5
Cc1c(Cl)cccc1NC(=S)Nn1cnnc1
 : -3%	0.3	5%	-6	0.5	10%	?	4%[57.1 µM]	6
CN(C)c1ccc(C#Cc2ccc3cc(CCO)oc(=O)c3c2)cc1
 : -5%	-1.2	?	2	0.3	56%[activator]	-6%[57.1 µM]	16%[57.1 µM]	-12
CCOc1cc(/C=N/NC(=O)c2ccncc2)ccc1OC(=O)c1ccccc1
 : -2%	-2.3	-2%	-6	-0.3	3%	15%	1%	-4
COc1ccccc1C(=O)NCc1ccncc1
 : 7%	0.2	-20%	-1	-0.4	-16%	12%	6%	-7
CN(CCCn1c(=S)[nH]c2ncccc2c1=O)Cc1ccccc1
 : -4%	/	-19%	46*	-0.6	3%	-10%[57.1 µM]	7%[57.1 µM]	/
CSc1nc(-c2ccc(C)cc2)nc(N)c1C#N
 : -13%	0.2	2%	-3	-0.2	7%	5%	-3%	-3
OCCN(Cc1ccccc1)CC1CC2C=CC1C2 (stereo not given)
 : -2%	-0.3	2%	1	-0.4	-5%	?	-19%	37*
Cc1csc(NC(=O)c2ccc(C)c([N+](=O)[O-])c2)n1
 : 6%	-0.3	-20%	3	-0.1	2%	-11%	-12%	3
COc1ccc(OC2C(=O)N(CCc3ccc(OC)c(OC)c3)C2c2ccc3c(c2)OCO3)cc1 (stereo not given)
 : 3%	-0.9	-2%	-12	-0.6	?	-3%	-7%	-22
CC(C)Nc1nc2cccnc2s1
 : -4%	-1.1	-9%	3	-0.3	-1%	24%[57.1 µM]	2%[57.1 µM]	-22
Cc1ccc(-c2onc(C)c2C)cc1S(=O)(=O)N1CC(C)Oc2ccccc21 (stereo not given)
 : 1%	0.8	-13%	-11	0.8	16%	18%	0%	7
Cc1cc(NC(=O)C2CCCN(S(=O)(=O)c3ccc(Br)s3)C2)ccc1Br (stereo not given)
 : 5%	1.3	-20%	-3	1.6	0%	1%	-6%	/
Cc1nnc(NC(=O)CCC(=O)NCc2cccs2)s1
 : 5%	0.8	4%	5	-0.6	-21%	19%	0%	-7
Cc1csc(-c2cccnc2)n1
 : 8%	-0.2	-6%	1	-0.2	-5%	4%[57.1 µM]	18%[57.1 µM]	3
CCN(CC)CC#CCC(O)(c1ccccc1)c1ccc(Br)cc1 (stereo not given)
 : -1%	0.2	-14%	1	2.9	13%	18%	-4%	34*
O=C(NNS(=O)(=O)c1ccc([N+](=O)[O-])cc1)c1ccccc1
 : 4%	/	-16%	/	/	-3%	0%[11.4 µM]	5%[11.4 µM]	/
O=C(Cn1cnc([N+](=O)[O-])c1)NC1CCCC1
 : -5%	0.3	-14%	7	0.4	1%	1%	-3%	4
Cc1ccc(-n2nc(C)c3c2OC(N)=C(C#N)C3c2ccncc2)cc1 (stereo not given)
 : 14%	-1.2	-2%	-2	0.1	-1%	12%[57.1 µM]	11%[57.1 µM]	4
CCOc1ccc(CCNC(=O)Cn2nc(CC)n3c(cc4sc(CC)cc43)c2=O)cc1OCC
 : -21%	0.9	-31%	-1	0.2	3%	24%	6%	/
COc1ccc(/C=C2\SC(=S)N(CCCC(=O)Nc3cc(C)on3)C2=O)cc1OC
 : 5%	0.4	41%[activator]	6	-0.3	?	-2%[57.1 µM]	1%[57.1 µM]	13
c1ccc(-c2ccccc2OCCN2CCCC2)cc1
 : 0%	0.3	-21%	3	0.6	-6%	-8%	-7%	82*
CCOc1ccc(NS(=O)(=O)c2ccc(NC(=S)NC(=O)C(C)C)cc2)cc1
 : -3%	0.2	-9%	9	2.2	-2%	-36%	-19%	-9
COc1ccc(N(C)C(=O)Cc2c(C(=O)O)n(C)c3ccccc23)cc1
 : -1%	/	-3%	5	0.0	-10%	1%	-9%	/
Cc1ccc(-c2csc3ncnc(-n4nc(C)cc4N)c23)cc1
 : 3%	1.1	-27%	-5	2.0	0%	3%	-4%	-14
Cn1c(=O)c2cc(S(=O)(=O)NCCC(=O)NCCc3ccc(Cl)cc3)ccc2n(C)c1=O
 : -1%	0.2	4%	-3	0.2	2%	16%	2%	-9
CC(NC(=O)c1cccnc1)C(c1ccccc1)N1CCN(C)CC1 (stereo not given)
 : 4%	0.1	-15%	8	0.7	8%	20%	8%	5
COC(CC(=O)NNC(=S)Nc1ccc(Cl)cc1)OC
 : -4%	0.2	-6%	2	0.2	53%[activator]	-18%	-2%	-20
COCC(C)N1CCC(Oc2cccc(C(=O)NCCc3ccccc3)c2)CC1 (stereo not given)
 : -10%	-1.7	-24%	9	0.9	6%	13%	3%	-17

# Under each structure – mIDH1 inhibitor	D2 ag	USP1 inh	TRHR enhancer	TRHR agonist	Pin1 inhibitor	TrxR1 inh	TrxR1 substrate	D2 antagonist
Cc1[nH]n(-c2ccccc2)c(=O)c1Sc1ccc(Cl)cc1
 : 3%	3.6	-7%	8	-0.9	-8%	15%	-3%	-6
Cc1cccc(C(=O)O/N=C/c2c(Cl)n(C)c3ccccc23)c1
 : 3%	0.5	-13%	-8	0.1	16%	19%[57.1 µM]	-12%	16
CC1CCc2c(nc3ncnn3c2NCCc2ccccc2F)C1 (stereo not given)
 : 2%	0.7	-9%	-16	-0.6	-2%	12%	8%	-10
COc1cc(C(O)P(=O)(OCC(C)C)OCC(C)C)cc(OC)c1OC (stereo not given)
 : -3%	0.1	1%	-6	0.4	-3%	-5%[57.1 µM]	1%[57.1 µM]	16
Cc1ccc(NC2c3ncccc3C(=O)N2Cc2cccs2)cc1 (stereo not given)
 : 52µM*	-0.3	-14%	1	-0.7	-3%	15%[57.1 µM]	6%[57.1 µM]	-7
O=C1C(=O)N(Cc2cccs2)c2ccccc21
 : 7%	0.1	-20%	1	0.9	-5%	12%[57.1 µM]	7%[57.1 µM]	1
CCN1C(=O)[C@H]2[C@H]3CN=C(SCc4ccc(C(=O)OC)cc4)N3[C@@](CC)(C(=O)OC)[C@H]2C1=O
 : -2%[38.3 µM]	/	0%	/	/	3%	15%	7%	/
Cc1onc(-c2c(Cl)cccc2Cl)c1C(=O)N[C@@H]1C(=O)N2[C@@H]1SC(C)(C)[C@@H]2C(=O)O
 : 27%&0%	0.1&-0.4	2%&-18%	-3&-3	0.1&0.7	3%&-6%	18%&31%	2%&4%	-10&2
COc1ccccc1S(=O)(=O)Nc1cc(C)nn1-c1ccc(C)cc1
 : 9%	0.6	-20%	-4	0.8	-2%	0%[57.1 µM]	0%[57.1 µM]	-1
Oc1ccc(-c2nc(=S)[nH][nH]2)cc1
 : -1%	-0.5	-3%	-3	-0.5	0%	0%	12%[57.1 µM]	6
N#Cc1ccsc1NC(=O)C1CCN(S(=O)(=O)c2cccs2)CC1
 : 0%	-0.1	-15%	-3	0.5	15%	7%[57.1 µM]	0%[57.1 µM]	-2
CCn1c(=O)cc(OCC(=O)NCc2ccc(F)cc2Cl)c2ccccc21
 : 0%	0.5	-8%	-4	0.5	-5%	2%	0%	/
CC1CCN(C(=O)CC(NC(=O)c2ccccc2Cl)c2ccccc2)CC1 (stereo not given)
 : -4%	0.1	4%	-1	0.1	-1%	10%	3%	13
Cc1ccc(NC2=CC(=O)C(=O)c3ccccc32)c(C)c1
 : 0%	-2.1	32µM*	3	-0.6	-3%	24%	-4%	-8
CC(NC(=O)CN(C)S(=O)(=O)c1cnc[nH]1)c1ccccc1 (stereo not given)
 : -9%	-0.5	-11%	6	0.4	6%	26%	-1%	-9
Cc1ccc2nc(-c3ccc(Cl)cc3)cc(C(=O)OCC(=O)c3ccccc3)c2c1
 : -5%	0.1	-22%	-2	-0.2	2%	45%[activator]	76%[activator]	/
O=C(c1cnn(C(=O)c2ccco2)c1)c1cc(Cl)cc(Cl)c1O
 : 0%	/	-19%	/	/	5%	?	1%	/
Cc1sc(NC(=O)CSc2nnnn2C)c(C#N)c1C
 : 11%	0.0	-16%	13	-0.2	6%	0%	1%	-20
Cc1oc(-c2ccc(C(=O)NCCC(C)C)cc2)nc1CN1CCc2ccccc21
 : 2%	/	-36%	-4	-0.1	18%	11%[57.1 µM]	-4%[57.1 µM]	/
COC(=O)c1ccccc1N1C(=O)[C@@H]2C(c3ccc(Br)cc3)=NO[C@@H]2C1=O
 : -2%	1.8	-13%	14	1.5	-4%	9%[57.1 µM]	-10%	28
CCN1CCN(C(=O)C(=O)c2cn(CC(=O)N(CC)CC)c3ccccc23)CC1
 : 5%	-4.6	-18%	1	-1.2	-8%	2%[57.1 µM]	-14%	-9
NC(=O)CN1C(=O)C(O)(CC(=O)/C=C\c2ccc3c(c2)OCO3)c2ccccc21 (stereo not given)
 : -4%	-0.3	-17%	3	-1.9	7%	5%[57.1 µM]	-3%[57.1 µM]	-19
COc1ccc(C2Nc3ccccc3NC3=C2C(=O)CC(C)(C)C3)c(OC)c1OC (stereo not given)
 : 7%	-1.2	-20%	-5	0.0	-3%	2%[57.1 µM]	-10%	-5
CCCn1c2ccccc2c2cnn(CC(=O)Nc3cccc(C(=O)OCC)c3)c(=O)c21
 : -12%	0.5	-11%	6	-0.9	14%	24%	12%	/

# USP1 inh: entries above that show a hit.
Compound | mIDH1 inhibitor | USP1 inh | TRHR enhancer | TRHR agonist | Pin1 inhibitor | TrxR1 inh | TrxR1 substrate | D2 antagonist
Cc1ccc(NC2=CC(=O)C(=O)c3ccccc32)c(C)c1 | 0% | 32µM* | 3 | -0.6 | -3% | 24% | -4% | -8

# Only part of the results is shown, so the mix of outcomes need not match the whole.
